Ba/F3 V617F tox = reduced viability of JAK2V617F-dependent Ba/F3 cells, primary screen, JAK2V617F inhibitor project, cell-based, Ba/F3 EpoR-JAK2V617F, luminescence; inhibition, % at 5.6 µM; AID 1446, 2008; actives 1.1% (n = 220,000); ATP luminescence;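 active = inhibition above the campaign mean plus 3 SD over all tested compounds, cut at about 24% in these data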;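 also: cytokine-independent growth of Ba/F3 cells driven by EpoR plus mutant JAK2; 0% = DMSO-treated cells and 100% = JAK inhibitor I control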
Calpain2 inh = inhibitors of pig calpain II, primary screen, biochemical, fluorogenic peptide substrate, 1536-well; purified calpain II, 30 min; inhibition, % at 16 µM; actives 0.37% (n = 220,000);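 active = inhibition above about 50%, limit read from the data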
S1P4 antag = S1P4 receptor antagonists, primary screen, cell-based; Sphingosine 1-phosphate receptor 4 (Homo sapiens), O95977; S1P4-expressing cells, antagonist mode, reporter read-out; inhibition, % at 4.98 µM; actives 0.26% (n = 220,000); AID 1510, 2009; in the data active = inhibition above about 29%;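 also: 0% = wells stimulated with agonist and 100% = vehicle wells without agonist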
Target sequence (O95977 whole entry, looked up): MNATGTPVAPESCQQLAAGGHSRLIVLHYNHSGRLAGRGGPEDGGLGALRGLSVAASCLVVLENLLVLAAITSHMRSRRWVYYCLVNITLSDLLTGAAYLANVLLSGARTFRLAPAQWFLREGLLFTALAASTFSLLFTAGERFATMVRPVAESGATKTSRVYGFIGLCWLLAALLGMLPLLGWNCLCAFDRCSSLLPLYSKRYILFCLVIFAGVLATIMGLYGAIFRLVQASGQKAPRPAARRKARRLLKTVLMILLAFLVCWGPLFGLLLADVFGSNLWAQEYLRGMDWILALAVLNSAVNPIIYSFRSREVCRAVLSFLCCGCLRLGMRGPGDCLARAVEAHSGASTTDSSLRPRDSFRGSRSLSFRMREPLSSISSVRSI
S1P4 agonist = S1P4 receptor agonists, primary screen, cell-based | Sphingosine 1-phosphate receptor 4 (Homo sapiens), O95977 | S1P4-expressing cell line, agonist reporter assay | activation, % at 4.98 µM | actives 0.35% (n = 220,000) | AID 1509, 2009; in the data active = activation above about 11%;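 also: 0% = DMSO vehicle and 100% = reference agonist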
TRPML3 agonist = human TRPML3 channel agonists, primary screen, cell-based, HEK293 TRPML3-YFP, Fluo-8 calcium fluorescence, 3 µM; activation, % at 3 µM; AID 1448, 2008; 100% = the carbachol control signal; actives 0.29% (n = 220,000); Mucolipin-3 (Homo sapiens), Q8TDD5;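 active = activation above its plate's cutoff, the mean activation of the plate's test wells plus 3 SD, cut at about 12% in these data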;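 also: 0% = DMSO only wells and 100% = carbachol wells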
Target sequence (Q8TDD5 whole entry, looked up): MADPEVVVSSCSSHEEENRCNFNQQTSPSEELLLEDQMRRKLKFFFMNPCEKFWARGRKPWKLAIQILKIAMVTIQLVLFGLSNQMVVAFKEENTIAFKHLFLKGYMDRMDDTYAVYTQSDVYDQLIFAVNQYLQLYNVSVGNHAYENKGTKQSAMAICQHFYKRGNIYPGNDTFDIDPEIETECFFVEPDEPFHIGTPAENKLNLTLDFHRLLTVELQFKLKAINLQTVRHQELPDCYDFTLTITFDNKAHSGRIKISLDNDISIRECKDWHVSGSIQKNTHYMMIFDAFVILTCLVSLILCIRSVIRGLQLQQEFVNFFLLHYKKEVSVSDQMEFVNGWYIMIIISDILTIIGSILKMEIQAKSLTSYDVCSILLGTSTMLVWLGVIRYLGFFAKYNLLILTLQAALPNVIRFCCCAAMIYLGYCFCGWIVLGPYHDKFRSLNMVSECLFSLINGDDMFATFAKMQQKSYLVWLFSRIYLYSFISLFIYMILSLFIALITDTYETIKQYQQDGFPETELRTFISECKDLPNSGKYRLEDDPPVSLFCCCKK
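Test system: HEK293 cells stably carrying human TRPML3-YFP; Doses: single dose, 3 µM final nominal compound, 0.3% DMSO final; Schedule: dye loading 1 h 37 °C then 30 min ambient, 125 s read; Technique: Fluo-8 calcium fluorescence; Benchmarks: high control carbachol 87 µM, low control DMSO.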
TRPN1 ag = zebrafish TRPN1 channel agonists, primary screen, cell-based, HEK293, calcium fluorescence. transient receptor potential cation channel N1 (TRPN1/NompC), Danio rerio. HEK293 zebrafish TRPN1-YFP, Fluo-8 calcium fluorescence; 100% = response to 87 µM carbachol. activation, % at 3 µM. actives 0.18% (n = 220,000). AID 1424, 2008;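 active = activation above its plate's cutoff, the mean activation of test wells on that plate plus 3 SD, cut at about 19% in these data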;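 also: 0% = DMSO alone and 100% = 87 µM carbachol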
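Material: zebrafish TRPN1-YFP in HEK293 cells. Doses: one dose of 3 µM, 0.3% DMSO. Incubation: dye 1 h 37 °C plus 30 min RT. Measured by: intracellular calcium fluorescence with Fluo-8.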
PERK inh = block of dimerizer-induced PERK translation repression, primary screen, PERK inhibitor project, CHO PERK-DD cells, SEAP luminescence, HTS. CHO PERK-DD fusion, SEAP luminescence translation reporter. inhibition, % at 5.6 µM. actives 0.17% (n = 220,000). AID 1416, 2008;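 active = inhibition above the mean inhibition of all tested compounds plus 3 SD, set separately per screening campaign, cut at about 2.9% in these data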;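 also: PERK kinase domain activated by AP20187 dimerizer at 100 nM; 0% = DMSO with dimerizer and 100% = rapamycin at 8.4 µM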
BaF3 tox = parental Ba/F3 cell viability inhibition, counter-screen for JAK2V617F inhibitor project, murine pro-B, CellTiter-Glo luminescence. CellTiter-Glo ATP luminescence. inhibition, % at 5.6 µM. actives 1.1% (n = 220,000). AID 1486, 2009;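 active = inhibition above a per-campaign cutoff, the mean inhibition of all tested compounds plus 3 SD, cut at about 27% in these data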;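 also: 0% = DMSO wells and 100% = JAK Inhibitor I control wells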
EP2 modulator = EP2 receptor modulators, cAMP readout, primary screen, cell-based, HTRF cAMP, PGE2 stimulation; EP2-expressing cells, cAMP HTRF FRET, PGE2 co-stimulation; induction, % at 25 µM; actives 0.83% (n = 260,000);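 active = compounds whose cAMP rise, as percent of the full-agonist control response, exceeds 60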;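 also: rat C6 glioma line stably carrying human EP2 under a CMV promoter; the protocol text gives 20 µM as final concentration; 100% = response of wells given 1 µM PGE2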
The depositor's hits bear a star; i = inactive; & = joins results of further samples. Outcome played no part in choosing rows; about 3.6% have a hit in one of these screens.

Second line of a record: Ba/F3 V617F tox, Calpain2 inh, S1P4 antag, S1P4 agonist, TRPML3 agonist, TRPN1 ag, PERK inh, BaF3 tox, EP2 modulator
> CCN1CCN(c2cc(C)c3cc(NC(=S)N(CC)CC)ccc3n2)CC1
 : 4, -68, -10, 0.1, 1.1, 1.8, -0.4, 9, -4
> Cc1ccc(/C=N/NC(=S)Nc2cccc(S(=O)(=O)N(C)C)c2)o1
 : -1, -1, -7, 1.0, 1.2, 4.5, -1.6, 2, -41
> Cc1noc(C)c1N=Nc1ccccc1C(=O)O
 : 0, -5, 14, -0.4, 0.6, 2.0, 1.2, 4, -24
> O=C(CNC(=O)C(c1ccccc1)c1ccccc1)N/N=C/c1ccc(O)cc1O
 : 1, 13, -4, 0.9, 2.4, 5.5, 0.7, -1, -21
> Cc1cc(Cl)ccc1OC(C)C(=O)NCCCCc1ccccc1 (stereo not given)
 : -8, 20, -3, 4.9, -0.2, -1.5, 0.0, 3, -32
> COC(=O)c1ccccc1NC(=O)CN(c1ccccc1)S(=O)(=O)N(C)C
 : 0, 12, -10, -0.8, -1.2, -1.5, -1.1, 5, 4
> CC1CC(C)CN(c2oc(Cc3ccccc3)nc2C#N)C1 (stereo not given)
 : -2, 7, -5, 0.2, -0.8, -0.7, -0.4, 3, 46
> Cc1ccc(NC(=O)CSc2nnc(-c3cccs3)n2Cc2ccco2)cc1
 : 3, 3, -6, -0.6, -1.3, -0.7, -1.8, 5, 13
> CCc1c(O)nc(SCC(=O)Nc2ccc3c(c2)CCC3)[nH]c1=O
 : -5, -5, -14, 1.2, 0.8, -0.1, 0.8, 3, 9&14
> Cc1ccc(N2CC(C(N)=O)CC2=O)cc1 (stereo not given)
 : 1, -1, -4, 1.2, 0.8, 0.9, 0.8, 2, 36&12
> O=[N+]([O-])c1cc(CN2CCC(O)CC2)ccc1Cl
 : -1, -12, -11, 0.5, 1.0, 0.2, 0.4, 2, 39
> O=S(=O)(c1ccc(Cl)cc1)N1CCCN(c2ccc(C(F)(F)F)cn2)CC1
 : -2, 7, -5, -1.7, -0.1, -2.3, 0.9, 2, -8
> COc1cc(C(=O)N2CCN(C(=O)c3ccco3)CC2)cc(OC)c1OC
 : -4, -9, 6, 0.8, 0.4, -0.7, 0.1, 3, 10
> O=C1OCC2=C1C(c1ccc(F)cc1)Sc1ccccc1N2 (stereo not given)
 : 2, 28, 2, -0.9, 1.2, -0.4, 0.5, 8, -3
> CCCN(CCC)c1ccc(/C=C/c2ccc3cc(OCC)ccc3n2)cc1
 : 1, 10, -10, 17*, -0.2, 0.9, 0.4, 3, -9
> CCn1cnc2c1c(=O)n(CC(=O)NCc1ccccc1)c(=O)n2Cc1ccccc1
 : 2, -7, -3, 0.8, -1.3, -0.7, 0.0, 6, -5
> Cc1cccc2cc(CN(Cc3ccc(F)cc3)C(=O)C(F)(F)F)c3nnnn3c12
 : -4, -22, -14, -0.8, 0.4, 1.1, 0.7, 0, 49
> Cc1nn(C)cc1C(C)Nc1nc2nonc2nc1N1CCCCC1 (stereo not given)
 : -2, 13, 8, 1.2, 0.6, -0.1, 2.2, 6, 26
> Cc1ccc2oc(/N=C(\N)NC(=O)C(C)(C)C)nc2c1
 : -1, 8, 3, 0.0, -0.5, -0.7, -0.2, 2, 45
> CCn1c(SCC(=O)N2CCCc3ccccc32)nnc1-c1cccs1
 : -2, -14, -8, -0.8, -0.6, 0.1, -1.0, 2, 8
> C=CCn1c(SCc2csc(C)n2)nc2sc3c(c2c1=O)CCC(C)C3 (stereo not given)
 : 6, 10, -10, 2.9, 1.4, 0.4, -1.1, 8, 24
> CCc1ccc(OCc2nnc(SCC(=O)Nc3cccc(C(=O)N4CCOCC4)c3)o2)cc1
 : -2, -8, -9, 1.5, 0.2, 0.1, 0.9, 3, 19
> CCOC(=O)c1nnn(-c2nonc2N)c1-c1cccc2ccccc12
 : 4, -4, 7, -0.9, -1.1, -0.8, 0.6, 3, 13
> O=C(O)CSC(C(=O)Nc1ccc(Br)cc1)c1ccc(Cl)cc1 (stereo not given)
 : 2, 4, -3, -2.5, 0.4, 0.3, 0.4, 2, 0
> Cc1cc(C)c2c(=O)c(/C=C3\NC(=S)NC3=O)coc2c1
 : -1, 16, -13, 0.0, -0.4, -0.6, 0.6, -3, -16
> Nc1cc2ccccc2oc1=O
 : 1, -22, 1, -0.9, 0.1, -0.5, 1.0, 5, -6
> Cc1c(N2C(=O)/C(=C\c3cccc4ccccc34)SC2=S)c(=O)n(-c2ccccc2)n1C
 : -4, -6, 1, 0.2, 0.7, -0.4, -0.1, -1, 10
> CN(C)S(=O)(=O)c1ccc2[nH]cc(/C=C/c3nc4ccccc4c(=O)n3-c3ccccc3)c2c1
 : 2, -61, -14, -0.2, 0.8, 1.8, -0.2, 5, -52
> O=C(NCC1CCC(C(=O)O)CC1)c1cccnc1 (stereo not given)
 : 2, -13, -1, -0.2, 0.6, 1.7, 0.5, 4, 28
> O=c1nc(SCc2c(F)cccc2Cl)nc(-c2ccc(Cl)cc2)[nH]1
 : -2, 16, 9, -1.2, 0.6, 2.4, 0.3, 40*, 11
> Cc1ccc(Cn2nnc3c(=O)n(CC(=O)NCc4ccco4)cnc32)cc1
 : -5, -26, -1, 3.5, 0.5, -0.7, -0.7, 0, 31
> COCCSc1nnc(NC(=O)c2ccc([N+](=O)[O-])cc2)s1
 : -1, 3, -14, 2.8, 1.2, 1.6, 2.0, 6, 9
> CCC1CCCCN1S(=O)(=O)c1ccc2c(c1)CCN2C(=O)C1CCC1 (stereo not given)
 : -1, 43, 7, -1.5, 1.6, 2.0, -0.8, 2, 32
> COc1ccc(NC(=O)C(CCSC)NC(N)=O)cc1Cl (stereo not given)
 : 1, -24, -23, 1.5, 0.5, 0.5, 0.6, 6, -7
> CSc1ccccc1C(=O)NC1CCCCC1
 : -2, -17, -8, 1.3, 0.2, -2.2, -0.2, 2, 21
> O=C1NC(=O)C(=C2CCCCCC2)S1
 : -2, 2, -10, -0.5, 0.1, 1.5, 0.3, 3, 9
> C=CCc1ccccc1OCC(=O)N/N=C/c1ccc(OC(C)=O)cc1OC(C)=O
 : 0, -31, -13, 0.7, 0.1, 0.9, 0.8, 4, -16
> O=C(CCc1nnc(CCCCc2ccccc2)o1)N1CCC(N2CCCC2)CC1
 : -1, -64, -6, 2.0, 0.5, 2.6, 0.5, 6, -14
> COc1cc2c(cc1NC(=O)C(C)Sc1ccc(NC(C)=O)cc1)oc1ccccc12 (stereo not given)
 : -5, -6, -5, -1.1, -0.5, 0.3, 0.1, 2, -51
> O=C(OCC(=O)c1ccccc1Cl)c1cnccn1
 : -1, -2, -1, 1.3, 0.4, 0.7, -0.4, 6, 20
> Cc1ccc(NC(=O)COC(=O)c2csc3c2CCC(C)C3)cc1S(=O)(=O)N1CCCCC1 (stereo not given)
 : -4, -3, -1, 1.1, -0.5, -0.3, 0.0, 1, 22
> Cc1ccc(-c2cc(C(=O)N3CCN(C(=O)c4ccco4)CC3)no2)cc1
 : -5, 4, -14, 4.5, -0.1, -1.2, -0.8, 1, -23&-85
> CCN(Cc1ccccc1)C(c1cccc(C#N)c1)c1nnnn1C(C)(C)C (stereo not given)
 : 3, 31, 10, 0.1, 1.2, -1.8, -0.9, 5, 43
> Cc1nc(Nc2cccc(C(C)O)c2)c2nnn(Cc3ccccc3F)c2n1 (stereo not given)
 : 2, 23, 5, 1.2, 0.9, 0.3, -0.8, 7, 2
> CC(=O)N1CCC(=NNC(=O)c2cccs2)CC1
 : 15, -10, -11, 2.0, 0.5, 1.2, 0.6, 53*, 32
> Cc1sc2c(c1C)CN(C1CC(C)(C)NC(C)(C)C1)CN2C(=O)c1ccco1
 : -3, -1, -18, 2.3, 0.2, 0.0, -1.1, 1, -11
> FC(F)(F)c1cccc(CON=C2CCN(c3ncc(C(F)(F)F)cc3Cl)CC2)c1
 : 0, 16, -7, 0.6, 0.5, 1.1, 0.1, 2, 53
> CCOC(=O)CC1=C(C(=O)OCC)C(c2ccc(OC)cc2OC)C(C#N)=C(N)O1 (stereo not given)
 : -2, 9, -11, 2.5, -0.1, 0.7, -0.5, -1, 13
> COc1cc(C2NC(C(=O)O)CS2)ccc1OCc1ccccc1C#N (stereo not given)
 : 1, 0, -13, -0.3, 0.2, 1.2, -0.1, 5, 1
> CCCCc1ccc(N2C(=O)[C@@H]3C(CC(N)=O)NC4(C(=O)Nc5ccc(F)cc54)[C@@H]3C2=O)cc1 (stereo not given in full)
 : -1, -24, -4, 1.0, 0.3, -0.8, -0.1, 6, -26
> NC(=O)C1(N2CCCCC2)CCN(Cc2ccccc2Cl)CC1
 : -1, 2, -18, 1.4, 0.8, 0.1, 0.4, 2, 14
> CN(Cc1ccccc1)C(=O)CN1CCN(C(c2ccccc2)c2ccccc2)CC1
 : -1, -6, 6, -0.8, -1.0, -2.7, 0.0, -3, 18
> O=S(=O)(NCc1cccnc1)c1cc(Cl)ccc1Cl
 : -1, -12, -8, 3.0, -0.2, -1.0, 0.7, 2, 19
> COc1ccccc1/C=N/NC(=O)CC(=O)NCc1cccnc1
 : -4, -3, -4, 1.3, 0.8, -0.2, -0.7, -2, 3
> O=C1/C(=C/c2cccnc2)SC(=S)N1Nc1ccccc1
 : -4, 12, 3, -0.1, 1.1, -0.7, 1.3, -3, -43
> Cc1ccc(S(=O)(=O)NN2C(=O)c3ccccc3NC2c2ccccc2)cc1 (stereo not given)
 : 0, -487, -3, 0.1, -0.5, 1.0, 0.2, 4, 40
> Cc1ccc(CCNC(=O)CCNS(=O)(=O)c2ccc3c(c2)c(=O)n(C)c(=O)n3C)cc1
 : -3, -17, -7, 0.4, -0.7, -0.1, -0.6, 5, 13
> C=CCOc1ccc(CNc2nn[nH]n2)cc1OC
 : -3, 18, 10, -1.8, 0.2, -0.8, 1.1, 4, 5
> O=C(O)CC(c1ccc(Cl)cc1)N1C(=O)CCC1=O (stereo not given)
 : -2, 12, -6, 2.9, 0.4, 1.6, -0.2, -3, 20
> CCOC(=O)Cc1csc(NC(=O)CSc2nc3sc(C(=O)O)c(C)c3c(=O)[nH]2)n1
 : 2, -8, -5, -0.4, 0.8, 0.8, -0.7, 3, -8

(further entries)
Second line of a record: Ba/F3 V617F tox, Calpain2 inh, S1P4 antag, S1P4 agonist, TRPML3 agonist, TRPN1 ag, PERK inh, BaF3 tox, EP2 modulator
> Cc1cc(=O)[nH]c(SCCOc2ccc3c(c2)CCC3)n1
 : -2, -2, -15, 2.6, 0.4, 0.8, 1.4, 3, 7
> O=C1/C(=N/n2cnnc2)c2ccccc2N1Cc1ccccc1
 : 0, 6, -2, 1.5, 0.4, 0.1, 0.1, 4, 12
> O=C(Nn1cnnc1)c1ccccc1CCc1ccccc1
 : 3, -7, -8, -0.6, -0.6, -1.0, -0.6, 9, 35
> CCN(CC)CCN1C(=O)c2ccccc2NC1c1cccc(F)c1 (stereo not given)
 : -4, i, 14, -0.4, 0.3, 0.6, -0.2, 1, 21

Screening results as filed in PubChem.
